IP6K1 inhibitor: Primary qHTS assay for small molecule inhibitors of Inositol hexaphosphate kinase 1 (IP6K1); Inositol hexakisphosphate kinase 1 (Homo sapiens), Q92551; IP6K1 kinase, ADP-Glo luminescence, 2 h; stronger effect = lower value; activity change, % (series mostly up to about 58 µM); 140,000 tested, 0.81% active; in the data active = activity change below about -25%
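ADP-Glo luminescence measures ADP made by human IP6K1 during a 2 h RT reaction with ATP/IP6 (mix at 1.3 mM/130 uM); top library doses 57.5 and 19.1 uM final.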
NIH3T3 tox: Cytotoxic Profiling in NIH 3T3 Cell Line of Diverse Libraries Using Quantitative High-Throughput Screening. 94,000 tested, 4.3% active. AID 1345082, 2018. Potency, µM (highest dose often 96.7 µM), without a hit: at the top dose activity change, negative = cytotoxicity, hits mostly inhibitors. NIH 3T3 viability, CellTiter-Glo ATP luminescence, 48-72 h; note: potency is the fitted concentration of half-maximal effect; nearly all actives have a fitted effect of over 55% in size
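Viability of NIH 3T3 cells after 48 or 72 hr compound treatment at 37 °C was assessed by CellTiter-Glo, with luminescence imaged following a 10 min room-temperature step.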
FLuc inh: Firefly luciferase inhibition profiling of diverse chemical library using quantitative high-throughput screening. AID 1347043, 2019. Potency, µM (series often up to 115 µM), inactives show at the top dose activity change, negative = inhibition, usual class: inhibitors. purified P. pyralis luciferase, luminescence, biochemical. Luciferin 4-monooxygenase (Photinus pyralis), P08659. 76,000 tested, 2.5% active; note: potency is the fitted concentration of half-maximal effect; nearly all actives have a fitted effect of over 65% in size
Target sequence (P08659 whole entry, looked up): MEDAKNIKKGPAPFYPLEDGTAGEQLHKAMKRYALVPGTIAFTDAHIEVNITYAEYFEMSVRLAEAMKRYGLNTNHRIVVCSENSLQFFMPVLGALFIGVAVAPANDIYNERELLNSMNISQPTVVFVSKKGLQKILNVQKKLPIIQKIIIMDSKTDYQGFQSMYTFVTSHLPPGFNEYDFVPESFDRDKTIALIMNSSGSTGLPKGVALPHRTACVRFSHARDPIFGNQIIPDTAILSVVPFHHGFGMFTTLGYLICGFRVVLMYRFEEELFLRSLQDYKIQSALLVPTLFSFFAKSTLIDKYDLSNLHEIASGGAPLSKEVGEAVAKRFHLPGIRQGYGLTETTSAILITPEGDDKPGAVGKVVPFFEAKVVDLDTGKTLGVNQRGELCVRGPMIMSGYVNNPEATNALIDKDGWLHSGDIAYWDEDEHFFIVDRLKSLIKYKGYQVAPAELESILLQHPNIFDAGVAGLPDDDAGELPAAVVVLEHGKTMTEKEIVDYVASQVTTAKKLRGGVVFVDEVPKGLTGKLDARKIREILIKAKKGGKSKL
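FLuc 10nM, D-luciferin 10uM, ATP 10uM, Mg acetate 10mM, Tris acetate pH 7.5, Tween/BSA; cpd qHTS; enzyme added last; CCD luminescence.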
HEK293 tox: Cytotoxic Profiling in HEK 293 Cell Line of Diverse Libraries Using Quantitative High-Throughput Screening; HEK 293 viability, ATP luminescence (CellTiter-Glo), 48-72 h; 94,000 tested, 6.6% active; Potency, µM (top dose mostly 115 µM), inactives show at the top dose activity change, negative = cytotoxicity, hits mostly inhibitors; AID 1345083, 2018; note: potency is the fitted concentration of half-maximal effect; nearly all actives have a fitted effect of over 60% in size
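ATP-coupled CellTiter-Glo luminescence served as viability read-out, recorded 10 min after reagent addition at room temperature. HEK 293 cells, 250 cells/well, had been incubated with pintool-transferred compound for 48 or 72 hr at 37 degree Celsius.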
SNCA expr inhib: Primary qHTS assay for inhibitors of alpha-synuclein gene (SNCA) expression; 140,000 tested, 0.17% active; HEK-293 SNCA-luciferase knock-in, luminescence, 24 h; Potency, µM (highest dose often 57.2 µM), inactives show top-dose activity change, negative = inhibition, actives largely listed as inhibitors; AID 1671194, 2021;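 note: potency is the fitted concentration of half-maximal effect; plate controls were DMSO cells for no effect and cell-free wells for full effect; nearly all actives have a fitted effect of over 45% in size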
SNCA viab count: GF-AFC viability counterscreen for inhibitors of alpha-synuclein gene (SNCA) expression; HEK-293-SNCA-luc viability, GF-AFC fluorescence, 24 h; Potency, µM (series often up to 57.1 µM), without a hit: at the highest dose activity change, negative = cytotoxicity, most hits filed as cytotoxic; AID 1671193, 2021; 150,000 tested, 0.12% active;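 note: potency is the fitted concentration of half-maximal effect; 0% = DMSO-treated cells and -100% = medium-only wells without cells; nearly all actives have a fitted effect of over 30% in size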
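Cytotoxicity counterscreen: after 24 h compound treatment of genome-edited SNCA-luciferase HEK-293 cells, live-cell protease substrate GF-AFC read by fluorescence after 30 min; activity scaled between DMSO (0%) and medium-only (-100%), curves Hill-fitted.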
GPT2 inh: Primary qHTS assay for inhibitors of Glutamate pyruvate transaminase 2 (GPT2); Recombinant GPT2, coupled pyruvate oxidase/HRP Amplex Red fluorescence; Potency, µM (doses to about 57.7 µM), without a hit: at the highest dose activity change, negative = inhibition, most hits filed as inhibitors; 100,000 tested, 0.25% active; AID 1671188, 2021; note: potency is the fitted concentration of half-maximal effect; nearly all actives have a fitted effect of over 60% in size; many of its hits are not listed in these tables
Target sequence (Q8TD30 whole entry, looked up): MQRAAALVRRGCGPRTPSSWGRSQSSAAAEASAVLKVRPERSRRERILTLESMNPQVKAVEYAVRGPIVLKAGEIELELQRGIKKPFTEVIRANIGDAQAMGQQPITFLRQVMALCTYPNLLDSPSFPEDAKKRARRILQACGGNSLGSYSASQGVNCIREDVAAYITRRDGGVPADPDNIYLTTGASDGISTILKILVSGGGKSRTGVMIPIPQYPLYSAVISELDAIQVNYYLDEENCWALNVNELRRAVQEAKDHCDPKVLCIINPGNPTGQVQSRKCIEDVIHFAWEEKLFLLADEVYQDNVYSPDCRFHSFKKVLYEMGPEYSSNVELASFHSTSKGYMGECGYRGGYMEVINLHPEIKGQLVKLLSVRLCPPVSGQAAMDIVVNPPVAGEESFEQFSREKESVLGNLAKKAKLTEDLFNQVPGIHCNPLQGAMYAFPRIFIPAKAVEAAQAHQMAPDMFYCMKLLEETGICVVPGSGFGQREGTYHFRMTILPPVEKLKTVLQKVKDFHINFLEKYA
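Fluorescence read-out: pyruvate from GPT2 turnover coupled to pyruvate oxidase, HRP and Amplex Red (0.2mM ThPP, 0.2U/mL PO and HRP, 50uM Amplex final). Substrates 250uM a-KG, 2mM L-alanine; enzyme 10ng/uL; 30 min RT.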
* hit, by the source's call; i = inactive; ? = inconclusive; nt = no result given; [ ] = another dose, or the depositor's remark. Unless noted, calls come from the whole dose curve; as a rule, active = well fitted curve in the direction sought with a large enough effect; inconclusive = small, poorly fitted or top-dose-only effect, or another doubt; inactive = no such curve, though single readings can be large; an effect the other way counts as inactive or inconclusive. Unless noted, % is set by controls: 0 for no effect and ±100 for the full control effect.

1: CCOC(=O)CSc1nc2c(sc3ccccc32)c(=O)n1CCCN1CCCC1
2: Nc1nc(N)c2nc(-c3ccccc3)c(N)nc2n1
3: CC1(C(=O)NCCN2CCCCC2)CCCCC(=O)N1 (configuration not stated)
4: COc1ccc(C(=O)N2CCCC3(C2)NC(=O)N(Cc2ccccc2)C3=O)cc1 (configuration not stated)
5: O=C(Cc1ccc(F)cc1)N1CCC2(CN[S+](=O)([O-])c3cccnc3O2)C1 (configuration not stated)
6: O=C(c1cc[n+]([O-])cc1)N1CCC2(CCCN(CCC3CCCCC3)C2)C1 (configuration not stated)
7: O=c1cc(-c2ccccc2)oc2cc(O)c(O)c(O)c12
8: O=C(NC1CCN(c2cc(-c3ccc(F)cc3)[nH]n2)C1)c1ccccc1 (configuration not stated)

Screen / compound no.	1	2	3	4	5	6	7	8
IP6K1 inhibitor	6.4	4.3	16.9	-12.3	10.2	12.2	nt	0.0
FLuc inh	nt	nt	?	0.0%	nt	5.0%	nt	4.2%
NIH3T3 tox	nt	nt	-1.4%	-19.7%	i	-27.2%	nt	?
GPT2 inh	i	-0.7%	i	1.3%	-2.3%	-2.1%	i	?
SNCA expr inhib	nt	?	-11.2%	-12.9%	-17.5%	-11.9%	28.2%	3.6%
SNCA viab count	-22.0%	?	9.5%	-14.3%	3.7%	0.1%	-26.6%	-5.8%
HEK293 tox	nt	nt	-0.3%	-13.6%	i	?	nt	?

9: O=C1NCCOCCN(S(=O)(=O)c2cccs2)[C@H]2CCC[C@@H]12
10: CN1CCN(c2nc3c(c(=O)[nH]2)CCN(Cc2ccc(Br)cc2)CC3)CC1
11: Cc1cc2n(n1)CCCN2C(=O)Nc1cccc(C)c1C
12: COc1ccc(-c2c(C#N)c(SCC(=O)Nc3ccc(C)c(C)c3)nc(C)c2C(=O)Nc2ccccc2)cc1OC
13: O=C(C1CCCN(c2nc3ncccc3o2)C1)N1CCN(Cc2ccccc2)CC1 (configuration not stated)
14: CCCCS(=O)(=O)N[C@@H]1CN(c2ncccn2)C[C@H]1CN(C)C
15: Cc1cc(NC(=O)C(C)(C)Oc2nn(CCOc3ccccc3)c3ccccc23)n(C)n1
16: COc1ccccc1CNC(=O)CN1CCC(O)(c2ccc(F)cc2)CC1

Screen / compound no.	9	10	11	12	13	14	15	16
IP6K1 inhibitor	0.0	0.0	-12.8	-3.7	17.3	3.0	2.5	-2.1
FLuc inh	-3.8%	-3.6%	nt	nt	-5.3%	-13.7%	-1.6%[172 µM]	9.4%
NIH3T3 tox	-1.3%	-5.9%	nt	nt	-4.0%	-9.9%	?	-14.4%
GPT2 inh	i	i	nt	nt	1.2%	0.4%	-4.4%[88.5 µM]	i
SNCA expr inhib	-12.3%	-7.0%	-4.1%	46.4%[activator]	-25.4%	-11.6%	?	-26.1%
SNCA viab count	-20.1%	-12.8%	-6.7%	-2.0%	-2.8%	-13.6%	?	1.9%
HEK293 tox	0.4%	-13.7%	nt	nt	?	-17.3%	?	-8.0%

17: Cc1ccccc1Cn1c(C)c(CNCc2ccccc2)c(C(=O)O)c1C
18: CC(C)(C)NC(=O)N1CCCN(C(=O)C2CC2)C(c2ccccc2)CC(=O)NCC1 (configuration not stated)
19: C[C@H]1C[C@H]2[C@@H]3CCC4=CC(=O)C=C[C@]4(C)[C@@]3(Cl)[C@@H](O)C[C@]2(C)[C@@]1(O)C(=O)CO
20: Cn1cccc1C(=O)NC1CCN(C(=O)N2CC3CC(C2)[C@H]2CCCC(=O)N2C3)CC1 (some centres not stated)
21: CN(Cc1cccn1C)Cc1ccnn1C
22: O=C(NCCc1ccncc1)c1cccc2c1CCN2C(=O)Nc1ccc(F)cc1
23: O=C(NC[C@H]1Cn2c(-c3ccc4c(c3)OCO4)cnc2CO1)Nc1ccccc1
24: COc1cc(OC)cc(-c2onc(C)c2C(=O)NC2Cc3ccccc3C2)c1

Screen / compound no.	17	18	19	20	21	22	23	24
IP6K1 inhibitor	-13.0	30.0	-7.7	7.2	15.7	1.1	-11.6	1.7
FLuc inh	nt	-4.6%	nt	-7.2%	-2.6%[230 µM]	0.251µM*	?	-10.2%
NIH3T3 tox	nt	-15.9%	nt	-8.2%	?	?	?	?
GPT2 inh	nt	i	i	-1.3%	i	-4.7%	3.8%[88.5 µM]	0.0%
SNCA expr inhib	5.0%	0.5%	8.9%[25.6 µM]	-17.3%	-9.1%[87.6 µM]	?	-7.3%[87.6 µM]	-9.3%
SNCA viab count	-4.6%	-2.4%	-14.4%[23.9 µM]	-3.1%	-3.4%[87.6 µM]	-7.0%	-17.4%[87.6 µM]	3.8%
HEK293 tox	nt	-0.6%	nt	-7.4%	100µM*	?	?	?

An excerpt from above in order of SMILES length, lowest first.
17: Cc1ccccc1Cn1c(C)c(CNCc2ccccc2)c(C(=O)O)c1C
22: O=C(NCCc1ccncc1)c1cccc2c1CCN2C(=O)Nc1ccc(F)cc1
18: CC(C)(C)NC(=O)N1CCCN(C(=O)C2CC2)C(c2ccccc2)CC(=O)NCC1 (configuration not stated)
19: C[C@H]1C[C@H]2[C@@H]3CCC4=CC(=O)C=C[C@]4(C)[C@@]3(Cl)[C@@H](O)C[C@]2(C)[C@@]1(O)C(=O)CO

Screen / compound no.	17	22	18	19
IP6K1 inhibitor	-13.0	1.1	30.0	-7.7
FLuc inh	nt	0.251µM*	-4.6%	nt
NIH3T3 tox	nt	?	-15.9%	nt
GPT2 inh	nt	-4.7%	i	i
SNCA expr inhib	5.0%	?	0.5%	8.9%[25.6 µM]
SNCA viab count	-4.6%	-7.0%	-2.4%	-14.4%[23.9 µM]
HEK293 tox	nt	?	-0.6%	nt

The listing continues.
25: O=C(NCCn1ccn2nc(-c3ccc(F)cc3)cc2c1=O)c1ccsc1
26: CN(C)c1cccc(C(=O)N2CCC3(CC2)NC(=O)N(c2cccc(Cl)c2)N3)c1
27: Cc1nc(N2CCC(NC(=O)C3CCCO3)CC2)cc(C(F)(F)F)n1 (configuration not stated)
28: O=C(CCn1cncn1)N1CCc2[nH]nc(-c3cccc4ccccc34)c2C1
29: COc1cc(CN2CCN(S(=O)(=O)c3ccc(F)cc3)CC2)cc(OC)c1OC
30: CC1=C(C(=O)Nc2ccc(C)cc2C)C(c2ccc[nH]2)n2ncnc2N1 (configuration not stated)
31: CN(Cc1ccccn1)c1ccc(-c2nc(Cc3ccc(F)cc3)no2)cn1
32: CC1=C[C@@H](CN(C)CCN(C)C)[C@H](C(C)C)C[C@H]1Cc1nnc(-c2ccccc2)o1

Screen / compound no.	25	26	27	28	29	30	31	32
IP6K1 inhibitor	-6.9	10.3	6.6	7.6	-33.5*	-15.0	0.5	-15.6
FLuc inh	-14.2%	?	-0.2%	-3.4%	nt	nt	-15.6%	7.1%[172 µM]
NIH3T3 tox	-11.3%	?	0.1%	-1.4%	nt	nt	?	28.2µM*
GPT2 inh	i	?	-9.2%	-19.3%	nt	nt	-10.0%	0.6%[88.5 µM]
SNCA expr inhib	101.5%[activator]	162.9%[activator]	-13.3%	12.0%	-3.7%	-5.7%	33.2%[activator]	?
SNCA viab count	-0.7%	10.8%	-1.5%	-0.7%	-11.6%	-0.2%	-4.1%	?
HEK293 tox	?	?	5.6%	-11.2%	nt	nt	-12.0%	44.7µM*

Whole records as entered above. Order of values: IP6K1 inhibitor | FLuc inh | NIH3T3 tox | GPT2 inh | SNCA expr inhib | SNCA viab count | HEK293 tox
Record of COc1cc(CN2CCN(S(=O)(=O)c3ccc(F)cc3)CC2)cc(OC)c1OC → -33.5* | nt | nt | nt | -3.7% | -11.6% | nt
Record of O=C(NCCn1ccn2nc(-c3ccc(F)cc3)cc2c1=O)c1ccsc1 → -6.9 | -14.2% | -11.3% | i | 101.5%[activator] | -0.7% | ?

New compounds follow
33: Cc1ccc(C(=O)NCC(c2ccco2)S(=O)(=O)c2ccccc2)cc1C (configuration not stated)
34: O=C(Nc1c2c(nn1-c1ccc(Cl)cc1)CS(=O)(=O)C2)c1cccc(F)c1
35: COc1ccc(CC(=O)N2CCc3cc(OC)c(OC)cc3C2COc2ccc(F)cc2)cc1 (configuration not stated)
36: CCOC(=O)Cn1c(=O)oc2cc(S(=O)(=O)NCc3ccc(F)cc3)ccc21
37: Cc1cc(C)c(NC(=O)CSc2nccn2Cc2ccco2)c(C)c1
38: O=C(c1ccc(Cl)s1)N1CCC2(CC1)CN(c1ccncn1)CC2CO (configuration not stated)
39: CCCNC(=O)N1CCCC(c2nc(-c3cccnc3)no2)CCNC(=O)CC1 (configuration not stated)
40: O=C(c1ccccc1)N1CCCC(c2nn[nH]n2)C1 (configuration not stated)

Screen / compound no.	33	34	35	36	37	38	39	40
IP6K1 inhibitor	7.3	6.5	0.1	14.7	-1.8	6.6	4.3	5.7
FLuc inh	nt	nt	nt	nt	nt	4.3%	3.2%	1.4%
NIH3T3 tox	nt	nt	nt	nt	nt	?	i	1.1%
GPT2 inh	nt	nt	nt	nt	nt	i	i	i
SNCA expr inhib	30.3%	0.4%	3.2%	2.9%	21.2%	-14.1%	0.8%	-13.4%
SNCA viab count	-9.5%	-1.5%	?	0.1%	-8.2%	-6.5%[12.5 µM]	5.3%	-1.5%
HEK293 tox	nt	nt	nt	nt	nt	50.1µM*	3.9%	3.7%

41: Cc1ccc(-c2cc(N3CCCN(C(=O)c4cccs4)CC3)n[nH]2)cc1C
42: O=C(C=Cc1ccc(O)cc1)c1ccc(O)cc1O
43: O=C(c1cn[nH]c1)N1CC2(CN(Cc3cccc(OC(F)(F)F)c3)CC2COc2ccccc2)C1 (configuration not stated)
44: CC(C)(C)OC(=O)N1CC(Nc2cccc(Oc3ccccc3)c2)C1
45: CC1=NS(=O)(=O)N(C)C=C1C(=O)OCc1nc(-c2cccc(C)c2)no1
46: COc1ccc(S(N)(=O)=O)cc1C(=O)NCc1cccnc1-n1ccnc1
47: O=C(NCc1ccc(F)cc1)[C@H]1CN(Cc2ccccc2)C[C@H]1C(=O)O

Screen / compound no.	41	42	43	44	45	46	47
IP6K1 inhibitor	-1.7	nt	-10.6	-17.5	10.1	13.3	9.1
FLuc inh	?	nt	-5.6%	nt	-10.9%	-7.8%	-6.8%
NIH3T3 tox	-22.9%	nt	?	?	?	2.2%	-18.5%
GPT2 inh	?	-23.5%	1.0%	-3.1%	i	2.5%	-2.1%
SNCA expr inhib	66.1%[activator]	40.4%[activator]	-7.8%	4.7%	33.2%[activator]	-7.8%	?
SNCA viab count	12.3%	-24.0%	9.1%	-7.7%	-4.6%	11.9%	-0.9%
HEK293 tox	?	nt	?	?	?	-2.1%	-17.1%
